Bioassay records (PubChem BioAssay)
FEN1 inh = blocks human flap endonuclease 1 | P39748 | Recombinant FEN1 flap cleavage, fluorescence, 15 min | Potency, µM (series often up to 114 µM), for inactives: at the highest dose activity change, negative = inhibition, hits mostly inhibitors | 390,000 compounds, 0.35% hits; note: nearly all actives have a fitted effect of over 65% in size
Target sequence (P39748 whole entry, looked up): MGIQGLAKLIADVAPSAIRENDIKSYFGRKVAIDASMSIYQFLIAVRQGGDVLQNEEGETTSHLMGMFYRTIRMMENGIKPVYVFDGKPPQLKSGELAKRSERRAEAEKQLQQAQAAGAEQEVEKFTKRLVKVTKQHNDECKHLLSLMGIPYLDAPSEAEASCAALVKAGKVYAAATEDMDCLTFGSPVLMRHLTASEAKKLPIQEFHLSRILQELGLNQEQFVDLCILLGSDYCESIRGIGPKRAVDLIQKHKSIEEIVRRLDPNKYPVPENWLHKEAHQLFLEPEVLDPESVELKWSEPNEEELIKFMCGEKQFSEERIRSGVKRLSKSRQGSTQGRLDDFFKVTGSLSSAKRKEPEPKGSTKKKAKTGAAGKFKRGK
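Recombinant FEN1 (10 nM) was preincubated with pin-transferred compounds for 15 min at room temperature, then flap DNA substrate (50 nM final) was added. Plates were read at 0 and 15 min, and normalized concentration–response data were fitted to a four-parameter Hill equation.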
TDP1 cell CPT = growth inhibition of DT40 Tdp1-/-;hTDP1 cells with camptothecin (screen for TDP1 inhibitors). Potency, µM (doses to about 46.2 µM), for the others: at the highest dose activity change, negative = growth inhibition, usual class: inhibitors. 420,000 compounds, 12% hits. chicken DT40 Tdp1-/-;hTDP1 cells + 20 nM CPT, ATP luminescence, 48 h; note: nearly all actives have a fitted effect of over 55% in size
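Chicken DT40 Tdp1-/- cells complemented with human TDP1, 400 cells/well, exposed to compounds plus 20 nM camptothecin for at least 48 h at 37 C; viability read as ATP content by CellTiter-Glo luminescence.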
N370S GC = inhibits or activates N370S mutant glucocerebrosidase; N370S GC spleen homogenate, 4MU-glucoside fluorescence; P04062; Potency, µM (series often up to 59.4 µM), inactives show top-dose activity change, negative = inhibition, hits mostly inhibitors; 330,000 compounds, 0.092% hits;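 note: 0% = full enzyme activity and -100% = no enzyme basal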
* = called active by the depositor; u = inconclusive; x = no result given; & = joins results of further samples; [ ] = dose if it differs, or a comment. Calls come from the whole dose curve; as a rule, active = well fitted curve in the direction sought with a large enough effect; inconclusive = small, poorly fitted or top-dose-only effect, or another doubt; inactive = no such curve, though single readings can be large; an effect the other way counts as inactive or inconclusive. Unless noted, % is set by controls: 0 for no effect and ±100 for the full control effect; potency is the fitted concentration of half-maximal effect. Some of the compounds tested; rates above refer to the full screens.

SMILES | FEN1 inh | TDP1 cell CPT | N370S GC
Fc1ccccc1Cc1noc(CN2CCC(OCc3cccnc3)CC2)n1 | 18% | u | 0%
O=C(NCc1cccnc1)c1cc([N+](=O)[O-])ccc1N1CCOCC1 | 3% | 1% | -27%
COc1ccc(-c2ccc(C#N)c(SCC(=O)NCCc3ccccc3)n2)cc1OC | -5% | -25% | 15%
CCn1ccnc1C(O)c1cccc(OC)c1 (stereo not drawn) | 1% | 2% | -6%
CCC(=O)Nc1c(C#N)c2nc3ccccc3nc2n1C1CCCCC1 | -5% | -4% | 4%
O=C(Nc1ccc(S(=O)(=O)Nc2nccs2)cc1)c1cc(-c2ccncc2)nc2ccccc12 | u | -3% | -11%
Cc1ccc(NC(=O)c2cc(N3CCOCC3)nc3ccccc23)cc1 | -11% | 23µM* | u
O=C(NCCSc1ccccn1)c1ccc(Cl)cc1Cl | 3% | u | -6%
O=C(NC(=S)NCCc1ccccn1)c1ccccc1 | -7% | 8% | -2%
Fc1cc(Br)ccc1COc1ccc(-c2nnco2)cc1 | -3% | -2% | -9%
O=C(COC(=O)c1ccc(O)cc1)Nc1ccc(S(=O)(=O)N2CCCC2)cc1 | 9% | u | x
Nc1nc(Nc2ccccc2F)nc(NC2CCCCC2)c1[N+](=O)[O-] | -21% | u | -5%
Cc1ccc(-n2c(-c3ccccc3)c[n+]3c2CCc2ccccc2-3)c(C)c1 | 8% | 0.21µM* | -1%
CC(=O)c1cccc(NC(=O)C2CCCN2S(=O)(=O)c2cccc3nsnc23)c1 (stereo not drawn) | -6% | 10% | 12%
COCCn1nnnc1CN(Cc1ccco1)Cc1cc2cc3c(cc2[nH]c1=O)OCO3 | -6% | u | 4%
Nc1c(C(=O)NC2CC2)c2nc3ccccc3nc2n1-c1ccc2c(c1)OCO2 | 15% | u | 10%
Clc1ccc(OCCn2cnc3ccccc32)c(Cl)c1 | -14% | -17% | 8%
COc1cc(C(=O)NCc2ccc(-c3nc4ccccc4s3)cc2)cc(OC)c1OC | -1% | -19% | -4%
CCOc1ccc(N2CC(C(=O)NCc3nnnn3-c3ccc(C)c(C)c3)CC2=O)cc1 (stereo not drawn) | -8%&-1% | -4%&4% | 6%
COc1ccccc1CC(=O)N1CCN(S(=O)(=O)c2cccs2)CC1 | 5% | -16% | -17%
C[C@H](CO)N1C[C@H](C)[C@@H](CN(C)C(=O)NC2CCCCC2)Oc2c(NC(=O)c3ccncc3)cccc2C1=O | 10% | 5% | x
CCOC(=O)c1ccc(NC(=O)CC2C(=O)N(c3ccc(F)cc3)C(=O)N2Cc2ccc3c(c2)OCO3)cc1 (stereo not drawn) | 9% | u | x
COC(=O)C1=C(C)NC(=O)NC1c1c(O)ccc2ccccc12 (stereo not drawn) | 10% | -11% | -3%
CCCCOc1cccc(C(=O)Nc2ccc(S(=O)(=O)Nc3cc(C)on3)cc2)c1 | 12% | 19% | 0%
COC(=O)c1ccccc1N1C(=O)C2C(C1=O)[C@H]1C=C[C@@H]2C1 (stereo partly drawn) | -9% | -21% | 2%

Part of the list above, with two lines to a compound:
Each structure is followed by: FEN1 inh	TDP1 cell CPT	N370S GC
Clc1ccc(OCCn2cnc3ccccc32)c(Cl)c1
→ -14%	-17%	8%
COc1cc(C(=O)NCc2ccc(-c3nc4ccccc4s3)cc2)cc(OC)c1OC
→ -1%	-19%	-4%
CCOc1ccc(N2CC(C(=O)NCc3nnnn3-c3ccc(C)c(C)c3)CC2=O)cc1 (stereo not drawn)
→ -8%&-1%	-4%&4%	6%
COc1ccccc1CC(=O)N1CCN(S(=O)(=O)c2cccs2)CC1
→ 5%	-16%	-17%

Whole records from above. Values in the order: FEN1 inh | TDP1 cell CPT | N370S GC
Results for COC(=O)C1=C(C)NC(=O)NC1c1c(O)ccc2ccccc12 (stereo not drawn) : 10% | -11% | -3%
Results for CCC(=O)Nc1c(C#N)c2nc3ccccc3nc2n1C1CCCCC1 : -5% | -4% | 4%

Next part.
SMILES | FEN1 inh | TDP1 cell CPT | N370S GC
CC1CN(S(=O)(=O)c2ccc(CN3C(=O)c4cccnc4C3=O)cc2)c2ccccc2O1 (stereo not drawn) | -15% | -9% | -1%
CCc1ccc(C(=O)C(C)OC(=O)c2cccc(S(=O)(=O)N3CCOCC3)c2)cc1 (stereo not drawn) | -16% | -1% | -1%
CCc1n[nH]c(=S)n1/N=C/c1ccc(N(CC)CC)cc1 | 0% | u | -8%
O=C(CN1CCN(c2ccc(F)cc2)CC1)Nc1ccccc1 | 5% | -6% | -1%
CCN(C(=O)CSc1cc(C)c2cccc(C)c2n1)C1CCS(=O)(=O)C1 (stereo not drawn) | 4% | -11% | -1%
O=C(Nc1cccc2ccccc12)NC1CCCc2ccccc21 (stereo not drawn) | -12% | -1% | 11%
COCCn1c(=O)[nH]c2cc(C(=O)N3CCN(c4cc(C)ccc4C)CC3)ccc2c1=O | -9% | u | -18%
O=C(Nc1ccc(N2CCN(C(=O)c3ccccc3)CC2)cc1)c1ccc2c(c1)OCCO2 | 4% | 21µM* | -2%
COc1ccc(C(=O)N2C(=S)NC(=O)/C2=C\c2ccc(C)cc2)cc1 | u | u | 9%
COc1ccc(-c2noc(N3CCCC(C(=O)Nc4ccc(F)cc4F)C3)n2)cc1 (stereo not drawn) | 16% | u | 1%
COc1cc(OC)cc(C(=O)Nn2cc(C(=O)Nc3c(F)cccc3F)c3ccccc3c2=O)c1 | -6% | u | -4%
O=C(/C=C/Nc1ccc(Br)cn1)c1cccc(OC(F)F)c1 | -3% | u | x
COc1ccc(C)c2sc(N(Cc3cccnc3)C(=O)CCc3ccccc3)nc12 | -24% | u | x
CCOC(=O)c1ccc(NC(=O)COc2cccc3c(=O)n(C)ccc23)cc1 | -1% | 21µM* | x
COc1cccc(NC(=O)N2CCC(C(=O)Nc3ccc(C)cc3C)CC2)c1 | -1% | -2% | -12%
CC(=O)Nc1cccc(C(=O)N/N=C/c2cccc(C)n2)c1 | 0% | u | -7%
CCC(OC(=O)c1ccco1)C(=O)NCc1ccc2c(c1)OCO2 (stereo not drawn) | 15% | -16% | 0%
Cc1ccccc1NC(=O)/C(C#N)=C/c1ccc[nH]1 | -4% | -10% | 0%
CCC(C)Nc1nc(Cl)nc(N(C#N)CN2C(=O)c3ccccc3S2(=O)=O)n1 (stereo not drawn) | 7% | 15µM* | 3%
CC(=O)N1CCc2cc(Br)cc(S(=O)(=O)CCC(=O)Nc3c(C)n(C)n(-c4ccccc4)c3=O)c21 | 6% | -6% | 1%
O=C(Nc1ccc2nc(-c3ccc(Br)o3)[nH]c2c1)c1ccco1 | u | u | 4%
Cc1nnc(NC(=O)C2CCCN(S(=O)(=O)c3ccccc3C(F)(F)F)C2)s1 (stereo not drawn) | 5% | -14% | -11%
CCOC(=O)c1ccc(Nc2cc3ccccc3c(=O)[nH]2)cc1 | -15% | u | x
Cc1cc(C)n(-c2nc3ccccc3c(=O)n2OCC(=O)N(C)C)n1 | -3% | 8% | 5%
CC1CCC(NC(=O)COC(=O)c2n[nH]c(=O)c3ccccc23)CC1 (stereo not drawn) | -2% | -19% | -2%
Following part:
SMILES | FEN1 inh | TDP1 cell CPT | N370S GC
Cc1cc(C(=O)CSc2nc3ccccc3o2)c(C)n1CC1CCCO1 (stereo not drawn) | 4% | 9.2µM* | 18%
COc1ccc2c(c1)cc1c(=O)n(CC(=O)NCc3ccco3)nc(C)n12 | -6% | -2% | x
Cc1nn(CC(=O)Nc2ccc(Cl)cn2)c(C)c1Br | 3% | -14% | -2%
Cc1ccc(CNC(=O)CCCn2c(=O)c3ccccc3n(CC(=O)Nc3ccc(C)c(C)c3)c2=O)cc1 | -2% | -14% | x
CCC(=O)N1CCc2cc(S(=O)(=O)CCC(=O)N3CCN(c4ccc(Cl)cc4)CC3)ccc21 | 14%&10% | 8.2µM* | -12%
O=C(Nc1ccccc1N1CCCC1)c1cc(Cl)ccc1Cl | -18% | -15% | 4%
O=C(Nc1ccc(OCC(F)(F)C(F)F)c(C(F)(F)F)c1)c1ccccc1O | -24% | u | 17%
CN(C(=O)COC(=O)c1cc(S(=O)(=O)N2CCOCC2)ccc1Cl)C1CCS(=O)(=O)C1 (stereo not drawn) | 3% | 19% | -14%
CC(C)(C)NC(=O)C(=O)NCc1ccncc1 | 22% | 36%[activator] | 3%
CCc1nnc(NC(=O)CSc2nnc(COc3ccc(C)cc3)n2-c2ccccc2)s1 | -1% | u | 5%
c1ccc(N/N=C(\Cc2ncc[nH]2)c2ccccc2)cc1 | -10% | 14% | -5%
c1ccc(Cn2c(NCc3ccncc3)nc3ccccc32)cc1 | 16% | -18% | 8%
Cc1cc(Cl)ccc1NC(=S)NCc1ccc(S(N)(=O)=O)cc1 | 6% | u | 3%
O=[N+]([O-])c1ccc(S(=O)(=O)NCCCc2ccccc2)cc1 | -10% | -5% | x
O=C(N[C@@H](c1ccccc1)[C@H](O)c1ccccc1)[C@@H]1CCCN1C(=O)OCc1ccccc1 | -3%&13% | 1% | -11%
CSc1ccc(/C=N/NC(=O)c2cccc(Cl)c2)cc1 | -10% | 3% | 15%
CCOc1ccc(-c2cc(C(=O)N/N=C(\C)c3cccnc3)c3ccccc3n2)cc1 | -6% | u | 1%
CC(C)C(=O)NC(=S)N1CCc2ccccc21 | 3% | 8% | 8%
CCC(C)Sc1nc2c(cnn2-c2ccc(F)cc2)c(=O)[nH]1 (stereo not drawn) | -3% | -4% | -6%
COc1cccc(NC(=O)N2CCC(NC(=O)C(Cc3ccccc3F)NC(C)=O)CC2)c1 (stereo not drawn) | -1% | -9% | -15%
CCn1cc(CN2CCC(C(=O)Nc3cccc(-c4cccc(Cl)c4)c3)CC2)cn1 | -12% | 16µM* | u
CSCC[C@H](NC(=O)Nc1ccc(C)cc1C)C(=O)O | 8% | 5% | -17%
COC(=O)c1cccc(NC(=O)CSCc2ccccc2)c1 | 12% | -3% | -2%
CCc1cc2c(-c3ccccc3)cc(=O)oc2cc1OCC(C)=O | -3% | u | u
CC1CC(NC(=O)/C(C#N)=C/c2ccc[nH]2)CC(C)(C)C1 (stereo not drawn) | 15% | 0.018µM* | 1%

The list goes on; the last 5 above are carried over.
SMILES | FEN1 inh | TDP1 cell CPT | N370S GC
CCn1cc(CN2CCC(C(=O)Nc3cccc(-c4cccc(Cl)c4)c3)CC2)cn1 | -12% | 16µM* | u
CSCC[C@H](NC(=O)Nc1ccc(C)cc1C)C(=O)O | 8% | 5% | -17%
COC(=O)c1cccc(NC(=O)CSCc2ccccc2)c1 | 12% | -3% | -2%
CCc1cc2c(-c3ccccc3)cc(=O)oc2cc1OCC(C)=O | -3% | u | u
CC1CC(NC(=O)/C(C#N)=C/c2ccc[nH]2)CC(C)(C)C1 (stereo not drawn) | 15% | 0.018µM* | 1%
COCCNC(=O)c1onc(CSc2nc3ccccc3[nH]2)c1C(=O)NCCOC | -12% | -26% | 0%
CC1CCN(C(=O)COC(=O)c2ccc(F)c(S(=O)(=O)N3CCOCC3)c2)CC1 | 6% | 5% | 3%
CCOC(=O)c1cccc(NC(=O)CSc2nnc(-c3cccnc3)n2C)c1 | 7% | -9% | -5%
COCCCNC(=O)CSc1nc(-c2ccc(OC)c(OC)c2)[nH]c1-c1ccc(F)cc1 | -15% | 0% | x
Cc1ccccc1C(=O)Nc1ccnn1C1CCN(Cc2cnn(C)c2)CC1 | 0% | -5% | -4%
OCc1cn(-c2ccccc2)nc1-c1ccc(Br)cc1 | 2% | -2% | -6%
COc1ccc(S(=O)(=O)NCc2ccco2)cc1NC(=O)c1ccccc1 | -4% | u | 12%
CCCCn1c(=O)[nH]c(=O)c2c1nc(-c1ccc(-c3ccccc3)cc1)n2C | -1% | u | 6%
Cc1onc(-c2c(F)cccc2Cl)c1C(=O)OCn1nnc2ccccc2c1=O | -2% | u | 4%
C=C(C)C1CC=C(C)/C(=N/NC(=O)c2ccccc2[N+](=O)[O-])C1 (stereo not drawn) | -16% | u | 20%
CCCNC(=O)CC1Sc2ccccc2NC1=O (stereo not drawn) | 6% | -21% | 3%
COc1ccc(C(CNC(=O)COc2ccccc2C)N2CCCC2)cc1 (stereo not drawn) | -5% | -16% | -6%
Cc1cc(C)c(NC(=O)COC(=O)c2c(C)noc2C)c(Cl)c1 | -1% | 0% | x

Results in TDP1 cell CPT and N370S GC, for two of the compounds above:
| Structure | TDP1 cell CPT | N370S GC |
| --- | --- | --- |
| Cc1onc(-c2c(F)cccc2Cl)c1C(=O)OCn1nnc2ccccc2c1=O | u | 4% |
| C=C(C)C1CC=C(C)/C(=N/NC(=O)c2ccccc2[N+](=O)[O-])C1 (stereo not drawn) | u | 20% |
